AMA1 RON2 block: AMA1-RON2 (P. falciparum) interaction inhibition; AlphaScreen AMA1-biotinylated RON2 peptide binding; Potency, µM (top dose mostly 58.2 µM), for inactives: at the highest dose activity change, negative = inhibition, usual class: inhibitors; 360,000 tested, 0.2% active;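 note: potency is the fitted concentration of half-maximal effect; 0% = vehicle wells and -100% = peptide control; nearly all actives have a fitted effect of over 45% in size; some results filed as inactive show a strong effect at the top dose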
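AMA1 (3D7) with his tag at 25 nM final met compounds first, then biotinylated RON2 peptide at 25 nM; detection used donor plus acceptor beads, 10 µg/mL apiece, read by AlphaScreen after 30 min at room temperature.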
AmpC inh detg: blocks E. coli AmpC beta-lactamase in detergent assay | AmpC hydrolysis of nitrocefin, absorbance 480 nm, 0.01% Triton | Potency, µM (titrated, usually from 114 µM), inactives show at the top dose activity change, negative = inhibition, usual class: inhibitors | 370,000 tested, 0.041% active | AID 485294;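 note: potency is the fitted concentration of half-maximal effect; 0% = no-compound wells and -100% = no-enzyme wells; nearly all actives have a fitted effect of over 25% in size; some results filed as inactive show a strong effect at the top dose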
Target sequence (P00811 whole entry, looked up): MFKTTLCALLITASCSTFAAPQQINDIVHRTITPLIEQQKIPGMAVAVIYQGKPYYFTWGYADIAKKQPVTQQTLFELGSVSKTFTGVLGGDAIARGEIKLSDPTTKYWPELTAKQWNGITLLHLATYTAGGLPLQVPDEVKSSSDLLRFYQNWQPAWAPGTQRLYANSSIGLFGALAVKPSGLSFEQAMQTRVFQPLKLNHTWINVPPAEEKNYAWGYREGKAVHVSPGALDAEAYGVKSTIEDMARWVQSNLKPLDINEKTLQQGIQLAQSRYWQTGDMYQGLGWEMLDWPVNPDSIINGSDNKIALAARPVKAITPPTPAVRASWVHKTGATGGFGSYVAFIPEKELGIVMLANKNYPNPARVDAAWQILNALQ
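20 mM phosphate pH 7.0 + 0.01% (detergent screen) or 0.0001% Triton X-100; 5.3 nM AmpC reagent; cpd preinc 15 min RT; nitrocefin (800 uM stock) to start; A480 q20 s × 4 min; Activity was normalised to no-enzyme and no-compound control wells.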
LmPK inhibitor: inhibitors of Leishmania mexicana pyruvate kinase | purified LmPK, Kinase-Glo ATP luminescence, 1 h | Potency, µM (titrated, usually from 57.5 µM), for the others: at the highest dose activity change, negative = inhibition, most hits filed as inhibitors | 290,000 tested, 0.37% active; note: potency is the fitted concentration of half-maximal effect
Target sequence (Q27686 whole entry, looked up): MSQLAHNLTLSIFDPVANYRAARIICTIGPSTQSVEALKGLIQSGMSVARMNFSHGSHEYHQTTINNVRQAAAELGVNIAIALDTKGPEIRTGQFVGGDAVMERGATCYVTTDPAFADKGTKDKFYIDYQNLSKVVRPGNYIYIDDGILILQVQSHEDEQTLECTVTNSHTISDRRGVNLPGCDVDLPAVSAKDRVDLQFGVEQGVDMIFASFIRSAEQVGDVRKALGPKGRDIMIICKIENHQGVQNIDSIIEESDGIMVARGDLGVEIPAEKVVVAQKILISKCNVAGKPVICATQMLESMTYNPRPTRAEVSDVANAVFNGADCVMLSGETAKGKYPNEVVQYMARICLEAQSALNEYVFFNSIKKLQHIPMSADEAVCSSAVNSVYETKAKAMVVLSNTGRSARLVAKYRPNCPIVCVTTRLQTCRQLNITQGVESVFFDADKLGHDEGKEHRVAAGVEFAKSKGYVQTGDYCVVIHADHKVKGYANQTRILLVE
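In 50 mM imidazole pH 7.2 with 7 mM MgCl2, LmPK (0.1 nM) turned over PEP (0.5 mM) and ADP (0.1 mM) for 1 h at room temperature. Luciferase read-out of ATP.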
HCV inhibitor: blocks hepatitis C virus. Huh7.5.1 HCVcc-Cre infection, luciferase reporter, 44 h. Potency, µM (titrated, usually from 41.8 µM), inactives show top-dose activity change, negative = inhibition, usual class: inhibitors. 340,000 tested, 3.4% active. AID 651820; note: potency is the fitted concentration of half-maximal effect
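Cells (1,000/well) were plated 4 h before compound, then infected with HCVcc-Cre virus (~0.5 moi). After 44 h further culture, infection was read as luciferase luminescence following a 15 min substrate incubation at room temperature.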
Tb PYK inh: blocks Trypanosoma brucei pyruvate kinase; Q57TT1; Potency, µM (doses to about 76.8 µM), without a hit: at the top dose activity, negative = inhibition, hits mostly inhibitors; TbPYK enzyme, Kinase-Glo Plus ATP luminescence, 45 min; 410,000 tested, 0.12% active; AID 624173; note: potency is the fitted concentration of half-maximal effect; nearly all actives have a fitted effect of over 50% in size
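Quantitative HTS: titrated library compounds versus trypanosomal pyruvate kinase in TEA buffer (pH 7.2) containing KCl, MgCl2, BSA and Tween-20. Reactions were initiated with ADP, 130 uM final. Kinase-Glo Plus luminescence was read after 45 min at RT.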
AmpC inh no detg: inhibitors of E. coli AmpC beta-lactamase without detergent; AmpC nitrocefin hydrolysis, absorbance 480 nm, 0.0001% Triton; Potency, µM (doses to about 57.1 µM), for the others: at the highest dose activity change, negative = inhibition, usual class: inhibitors; 330,000 tested, 0.52% active; AID 485341;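 note: potency is the fitted concentration of half-maximal effect; plate controls were no compound for no effect and no enzyme for full effect; nearly all actives have a fitted effect of over 20% in size; some results filed as inactive show a strong effect at the top dose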
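20 mM phosphate pH 7.0 + 0.01% (detergent screen) or 0.0001% Triton X-100; 5.3 nM AmpC reagent; cpd preinc 15 min RT; nitrocefin (800 uM stock) to start; A480 q20 s × 4 min; Activity was normalised to no-enzyme and no-compound control wells.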
HCMV inh: blocks human cytomegalovirus replication. HFF cells, HCMV-luciferase reporter, 72 h; hits give low values. activity change, negative = inhibition, % at 57.5 µM. 410,000 tested, 4.5% active. AID 1259415; in the data active = activity change below about -60%; inconclusive = no clear call, values can overlap the other calls; inactive = above about -39%
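Cell-based, HFFs, 1000 cells/well, 16 h 37C; cpds in DMSO + HCMV-luc, MOI 1 PFU/cell; 72 h 37C; OneGlo luminescence after 5 min RT; norm. to buffer vs Salinomycin 10uM.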
* hit, by the source's call; [ ] = another dose, or the depositor's remark. Unless noted, calls come from the whole dose curve; as a rule, active = well fitted curve in the direction sought with a large enough effect; inconclusive = small, poorly fitted or top-dose-only effect, or another doubt; inactive = no such curve, though single readings can be large; an effect the other way counts as inactive or inconclusive. Unless noted, % is set by controls: 0 for no effect and ±100 for the full control effect.

Results for O=C(/C=C/c1ccccc1)Nc1cccc(C(=O)NC2CC2)c1 ?
AMA1 RON2 block: 7%; HCV inhibitor: inconclusive; Tb PYK inh: -7%; HCMV inh: 31

Results for Cc1ccc(NC(=O)C(C)S)cc1 (stereo not drawn) ?
AMA1 RON2 block: 3%; AmpC inh detg: -11%; LmPK inhibitor: -2%; HCV inhibitor: -11%; Tb PYK inh: 8%; AmpC inh no detg: -43%; HCMV inh: 22

What do the screens show for `CCCN(CC(=O)Nc1ccc(F)c(F)c1F)CC(=O)Nc1c(C)n(C)n(-c2ccccc2)c1=O`?
AMA1 RON2 block: 99%[activator][11.6 µM]; AmpC inh detg: 6%; HCV inhibitor: -14%; Tb PYK inh: -5%; AmpC inh no detg: 46%; HCMV inh: -69*

Results for O=[N+]([O-])c1ccc(COc2ncnc3ccccc23)cc1 ?
AMA1 RON2 block: -12%; AmpC inh detg: -9%; LmPK inhibitor: -2%; HCV inhibitor: -3%; Tb PYK inh: 1%; AmpC inh no detg: -23%; HCMV inh: 6

How did CCCCOCCCNC(=O)c1cccs1 do in these assays?
AMA1 RON2 block: 14%; AmpC inh detg: 0%; LmPK inhibitor: 0%; HCV inhibitor: 0%; Tb PYK inh: -9%; AmpC inh no detg: -3%; HCMV inh: -9

What do the screens show for `CCCN(C(=O)NCc1noc2ccc(C)cc12)c1ccc(Cl)c(Cl)c1`?
AmpC inh detg: 0%; Tb PYK inh: 2%; HCMV inh: -14

Results for Cc1ccc2c(c1)N(C(=O)c1ccco1)C(C)(C)c1ssc(=S)c1-2 ?
AMA1 RON2 block: 12µM*; AmpC inh detg: 1%; LmPK inhibitor: -4%; HCV inhibitor: -12%; Tb PYK inh: -6%; AmpC inh no detg: -26%; HCMV inh: inconclusive

Results for COc1ccc(Cl)cc1NC(=O)CN(C)CC(=O)Nc1ccc(Br)cc1 ?
AMA1 RON2 block: 29%; AmpC inh detg: inconclusive; LmPK inhibitor: 1%; HCV inhibitor: inconclusive; Tb PYK inh: 9%; AmpC inh no detg: 66%[activator]; HCMV inh: -20

How did Nc1c(-c2nc(-c3ccc(Cl)cc3)no2)nnn1-c1ccc(C(F)(F)F)c(Cl)c1 do in these assays?
AmpC inh detg: 15%; Tb PYK inh: 8%; HCMV inh: -11

How did COP(=O)(NC(=O)C(Cl)(Cl)Cl)OC do in these assays?
AMA1 RON2 block: -1%; AmpC inh detg: 2%; LmPK inhibitor: -3%; HCV inhibitor: 3%; Tb PYK inh: 3%; AmpC inh no detg: -10%; HCMV inh: 18

How did O=C(O)CSCC(=O)Nc1ccc(S(=O)(=O)N2CCCCC2)cc1 do in these assays?
AMA1 RON2 block: -10%; AmpC inh detg: -2%; LmPK inhibitor: 1%; HCV inhibitor: 13%; Tb PYK inh: 7%; AmpC inh no detg: -4%; HCMV inh: 28

Results for Cn1c(SCC(=O)Nc2nc3ccccc3s2)ncc(C(=O)Nc2ccc(F)cc2)c1=O ?
AmpC inh detg: 1%; Tb PYK inh: 2%; HCMV inh: -38

Results for CC(C)NC(=O)c1cc(C2CCCCN2S(=O)(=O)c2cccs2)on1 (stereo not drawn) ?
AMA1 RON2 block: 5%; Tb PYK inh: 3%; HCMV inh: -21

What do the screens show for `Cn1c(N)c(S(=O)(=O)NCc2ccccc2)c(=O)n(C)c1=O`?
AMA1 RON2 block: 13%; HCV inhibitor: 22%; Tb PYK inh: 4%; HCMV inh: 3

What do the screens show for `CC(C#N)Sc1nnc(-c2ccccc2F)n1C1CC1` (stereo not drawn)?
AMA1 RON2 block: -2%; AmpC inh detg: 11%; LmPK inhibitor: -4%; HCV inhibitor: -1%; Tb PYK inh: -4%; AmpC inh no detg: -13%; HCMV inh: -24

How did CC1CN(C(=S)Nc2ccccc2F)CC(C)O1 (stereo not drawn) do in these assays?
AMA1 RON2 block: -1%; AmpC inh detg: -6%; LmPK inhibitor: -4%; HCV inhibitor: -1%; Tb PYK inh: 0%; AmpC inh no detg: -7%; HCMV inh: -1

Results for CCOC(=O)c1ccc(NC(=O)CCc2nnc3ccc(N4CCCC4)nn23)cc1 ?
AMA1 RON2 block: 7%; AmpC inh detg: -6%; LmPK inhibitor: 7%; HCV inhibitor: -9%; Tb PYK inh: -1%; AmpC inh no detg: 51%[activator]; HCMV inh: -9

What do the screens show for `CSc1nnc(-c2ccccc2SC)o1`?
AMA1 RON2 block: -5%; AmpC inh detg: inconclusive; LmPK inhibitor: -6%; HCV inhibitor: -11%; Tb PYK inh: -3%; AmpC inh no detg: -13%; HCMV inh: -21

What do the screens show for `O=C(O)c1ccc(Nc2nc(-c3cccnc3)nc3ccccc23)cc1`?
AmpC inh detg: -1%; LmPK inhibitor: -3%; AmpC inh no detg: -11%

What do the screens show for `O=S(=O)(c1ccc(Br)s1)N1CCc2ccccc2C1`?
AMA1 RON2 block: 29%; AmpC inh detg: inconclusive; LmPK inhibitor: 6%; HCV inhibitor: inconclusive; Tb PYK inh: 2%; AmpC inh no detg: -29%; HCMV inh: -27

Results for COc1ccc(/C=N/NS(=O)(=O)c2ccc(C)cc2)cc1 ?
AMA1 RON2 block: -5%; AmpC inh detg: -6%; LmPK inhibitor: 0%; HCV inhibitor: 32%[activator]; Tb PYK inh: -8%; AmpC inh no detg: -20%

Results for O=C1NC(Cc2ccccc2)c2nc3ccc(Br)cc3c(=O)n2-c2cc(Cl)ccc21 (stereo not drawn) ?
HCV inhibitor: 23%; AmpC inh no detg: -40%; HCMV inh: -8

What do the screens show for `COc1ccc(NC(=O)c2ccco2)cc1NC(=O)c1ccc(C)c(C)c1`?
AmpC inh detg: 24%; Tb PYK inh: 3%; HCMV inh: -3

What do the screens show for `Cc1ccc[n+](C(C)C(=O)Nc2ccc(C)c([N+](=O)[O-])c2)c1` (stereo not drawn)?
AMA1 RON2 block: 0%; AmpC inh detg: inconclusive; LmPK inhibitor: 0%; HCV inhibitor: inconclusive; Tb PYK inh: 0%; AmpC inh no detg: -9%; HCMV inh: 60

Results for Cc1ccccc1OCCC(=O)N(CC(=O)Nc1ccccc1C(F)(F)F)Cc1ccco1 ?
AMA1 RON2 block: -1%; AmpC inh detg: -13%; HCV inhibitor: -25%; Tb PYK inh: -2%; AmpC inh no detg: 28%; HCMV inh: -16

What do the screens show for `Cc1ccc(N/C(SCc2ccccc2C)=C(/C#N)C(=O)NCc2ccco2)cc1C`?
AMA1 RON2 block: -11%; AmpC inh detg: -20%; LmPK inhibitor: 4%; HCV inhibitor: inconclusive; Tb PYK inh: 13%; AmpC inh no detg: -36%; HCMV inh: -18

How did Cn1cc2ccc([N+](=O)[O-])cc2n1 do in these assays?
AMA1 RON2 block: -4%; AmpC inh detg: -7%; LmPK inhibitor: 0%; HCV inhibitor: 14%; Tb PYK inh: 3%; AmpC inh no detg: -31%; HCMV inh: 58

Results for O=C(CN(C(=O)C1CSC(=O)C1)c1ccc(F)cc1)NCc1ccc2c(c1)OCO2 (stereo not drawn) ?
AMA1 RON2 block: 4%; AmpC inh detg: -15%; LmPK inhibitor: -1%; HCV inhibitor: 5%; Tb PYK inh: 3%; AmpC inh no detg: -7%; HCMV inh: -4

Results for CC1CN=C(NC(C)c2ccccc2)S1 (stereo not drawn) ?
AMA1 RON2 block: 3%; AmpC inh detg: 3%; LmPK inhibitor: 2%; HCV inhibitor: 0%; Tb PYK inh: 5%; AmpC inh no detg: -24%; HCMV inh: -26

Results for CCc1cc(C(=O)c2ccc(OC)cc2)c(N)s1 ?
AMA1 RON2 block: -14%; AmpC inh detg: -1%; LmPK inhibitor: -7%; HCV inhibitor: 4%; Tb PYK inh: -3%; AmpC inh no detg: -30%; HCMV inh: 0

Reprinted at random: two records from the list.
Results for CC1CN=C(NC(C)c2ccccc2)S1 (stereo not drawn) ?
AMA1 RON2 block: 3%; AmpC inh detg: 3%; LmPK inhibitor: 2%; HCV inhibitor: 0%; Tb PYK inh: 5%; AmpC inh no detg: -24%; HCMV inh: -26

Results for O=C(CN(C(=O)C1CSC(=O)C1)c1ccc(F)cc1)NCc1ccc2c(c1)OCO2 (stereo not drawn) ?
AMA1 RON2 block: 4%; AmpC inh detg: -15%; LmPK inhibitor: -1%; HCV inhibitor: 5%; Tb PYK inh: 3%; AmpC inh no detg: -7%; HCMV inh: -4

In the list so far, 2 have a COOH group.
How did O=C(O)CSCC(=O)Nc1ccc(S(=O)(=O)N2CCCCC2)cc1 do in these assays?
AMA1 RON2 block: -10%; AmpC inh detg: -2%; LmPK inhibitor: 1%; HCV inhibitor: 13%; Tb PYK inh: 7%; AmpC inh no detg: -4%; HCMV inh: 28

What do the screens show for `O=C(O)c1ccc(Nc2nc(-c3cccnc3)nc3ccccc23)cc1`?
AmpC inh detg: -1%; LmPK inhibitor: -3%; AmpC inh no detg: -11%

Carrying on:
How did CN(C)CCSCc1nnc2n1-c1ccc(Cl)cc1C(c1ccccc1Cl)=NC2 do in these assays?
AMA1 RON2 block: 36%[activator]; HCV inhibitor: -5%; Tb PYK inh: 1%; HCMV inh: 6

How did O=c1c(C(c2ccccc2)c2c(O)sc3ccccc3c2=O)c(O)sc2ccccc12 do in these assays?
AMA1 RON2 block: 0%; AmpC inh detg: -3%; LmPK inhibitor: 13%; HCV inhibitor: 8%; Tb PYK inh: -4%; AmpC inh no detg: 16µM*; HCMV inh: -4

How did Cc1ccc(N(CC(=O)Nc2c(C)n(C)n(-c3ccccc3)c2=O)S(C)(=O)=O)cc1C do in these assays?
AMA1 RON2 block: -5%; AmpC inh detg: 4%; LmPK inhibitor: 8%; HCV inhibitor: -9%; Tb PYK inh: -1%; AmpC inh no detg: -19%; HCMV inh: -7

What do the screens show for `CCc1nc(NC(=O)c2sc(C)nc2C)sc1C(=O)OC`?
AMA1 RON2 block: 3%; AmpC inh detg: 2%; LmPK inhibitor: -6%; HCV inhibitor: -21%; Tb PYK inh: inconclusive; AmpC inh no detg: -17%; HCMV inh: -16

What do the screens show for `COc1ccc(C2NC(c3ccc(OC)cc3)C(c3ccccc3)C(=O)C2c2ccccc2)cc1` (stereo not drawn)?
AMA1 RON2 block: -18%; AmpC inh detg: -7%; LmPK inhibitor: 1%; HCV inhibitor: -12%; Tb PYK inh: 3%; AmpC inh no detg: -16%; HCMV inh: -15

How did O=C1CC(c2ccc(Cl)cc2)CC(=O)C1CS(=O)(=O)c1ccccc1 (stereo not drawn) do in these assays?
AMA1 RON2 block: -13%; AmpC inh detg: 4%; LmPK inhibitor: -2%; HCV inhibitor: -14%; Tb PYK inh: -13%; AmpC inh no detg: -48%; HCMV inh: -18
